From PubChem
KCNQ2 inh = KCNQ2 potassium channel inhibitors, primary screen, cell-based, CHO-K1, FluxOR thallium flux, B-score (AID 2156); 20 min; hits give low values; 310,000 compounds, 1.1% hits; B-score at 10 µM;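 active means fluorescence ratio B-score at most minus 3 library SDs, with starting brightness B-score within 2 library SDs, cut at about -5.5 in these data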
CHT inh = inhibitors of human choline transporter CHT; 310,000 compounds, 0.86% hits; High affinity choline transporter 1 (Homo sapiens), Q9GZV3; B-score at 10 µM; CHT-expressing cells, membrane potential dye, choline response; hits give low values;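 active means B-score over 3 SD under the library average, and starting fluorescence ratio not unusually high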;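 further: choline stimulus applied at its EC90 after an EC20 pre-addition; B-score computed on integrated fluorescence ratio after choline addition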
Target sequence (Q9GZV3 whole entry, looked up): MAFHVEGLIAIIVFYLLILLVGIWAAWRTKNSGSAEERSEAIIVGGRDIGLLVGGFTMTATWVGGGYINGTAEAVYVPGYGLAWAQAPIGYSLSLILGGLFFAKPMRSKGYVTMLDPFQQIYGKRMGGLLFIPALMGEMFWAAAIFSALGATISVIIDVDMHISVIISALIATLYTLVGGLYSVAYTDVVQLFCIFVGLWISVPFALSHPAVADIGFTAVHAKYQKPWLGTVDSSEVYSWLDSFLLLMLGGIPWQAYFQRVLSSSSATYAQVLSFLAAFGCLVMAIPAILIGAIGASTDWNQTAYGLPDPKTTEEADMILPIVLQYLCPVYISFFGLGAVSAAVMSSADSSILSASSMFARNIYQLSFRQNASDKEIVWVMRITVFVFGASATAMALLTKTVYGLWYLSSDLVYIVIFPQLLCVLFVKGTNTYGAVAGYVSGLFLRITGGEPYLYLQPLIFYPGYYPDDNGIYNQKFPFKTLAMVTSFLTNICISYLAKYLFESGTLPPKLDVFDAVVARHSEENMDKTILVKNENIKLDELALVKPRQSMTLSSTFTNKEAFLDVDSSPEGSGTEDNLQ
* = called active by the depositor; i = inactive; / = not tested or not shown.

SMILES | KCNQ2 inh | CHT inh
Cc1nc(Nc2ccccc2)[nH]c(=O)c1CCC(C)C | i | i
COc1ccccc1N=Nc1c(C)noc1C | i | i
CCN(CC(=O)NCc1ccco1)S(=O)(=O)c1ccc(F)cc1 | i | i
COc1cc(C2NC(=O)C(C#N)=C(Nc3cccc(C)c3)S2)ccc1O (configuration not stated) | i | i
COc1ccc(N(CC(=O)NC2CCCCCCC2)S(=O)(=O)c2c(C)nn(C)c2C)cc1 | i | i
Cc1cc(C(=O)OCC(=O)N2CC(=O)Nc3ccccc32)c(C)n1-c1ccccc1 | i | i
COc1ccc(NC(=S)NNC(=O)CNc2ccc(Cl)cc2)cc1 | i | i
CCCOC(=O)c1ccc(Oc2c(-c3ccc(OC)cc3O)n[nH]c2C)cc1 | i | i
Fc1ccc(NC(=S)Nc2ccc(F)c(Cl)c2)cc1Cl | i | -6.09*
CC(=O)Nc1ccc2sc(C)nc2c1 | i | i
CCO[C@H]1OC(C(=O)NC2CC2)=C[C@@H](c2ccccc2)[C@@H]1CCCO | i | i
CC1CC(C)CN(C(=O)COC(=O)c2cc3ccccc3cc2O)C1 (configuration not stated) | i | i
Cn1nc(N)nc1N1CCN(c2ccc(F)cc2)CC1 | i | i
Cc1cc(N/N=C/c2ccc(O)cc2)nc(NS(=O)(=O)c2ccccc2)n1 | i | i
Cc1c(CCO)c(=O)n(-c2ccccc2)n1S(=O)(=O)c1ccc([N+](=O)[O-])cc1 | i | i
COc1cccc(/C=N/NC(=O)CCCC(=O)NC2CCCCC2)c1 | i | i
FC(F)(F)c1cnc(COc2ccc(Cl)cc2Cl)c(Cl)c1 | i | i
O=C(Nc1ccccc1)c1cnc2n(c1=O)CCS2 | i | i
CCC(C)[C@H](NC(=O)c1cc2cc(Cl)ccc2n1C)C(=O)N1CCC(C(=O)O)CC1 (some centres not stated) | i | i
CCOc1ccc(CCNC(=O)COC(=O)Cc2ccc(OC)c(OC)c2)cc1OCC | i | i
CCCC1=NN2C(=N)/C(=C\c3ccc(SCc4ccco4)o3)C(=O)N=C2S1 | i | -5.82*
O=C(O)CSc1nc2ccccc2nc1Cc1ccccc1F | i | i
O=C(CCN1C(=O)/C(=C/c2cccs2)SC1=S)Nc1ccc(C(=O)O)c(O)c1 | i | i
Oc1ccccc1N=Nc1nc(-c2ccccc2)c(-c2ccccc2)[nH]1 | -6.6* | i
CN(c1ccccc1)c1ccc(/C=N/NC(=O)CC#N)cc1 | i | i
CN(C)C1=NCCN1CCCCc1ccccc1 | / | i
N#CC1=C(N)OC(c2ccccc2)=C(C#N)C1c1ccc2c(c1)OCO2 (configuration not stated) | i | i
COc1cc2nc(/C=C/c3cc(OC)c(OC)c(OC)c3)sc2cc1SC | / | i
CCCOc1ccccc1/C=C1/C(=O)ON=C1C | i | i
COc1ccccc1/C=C/C=N/n1c(-c2ccncc2)n[nH]c1=S | i | i

The last three entries of the part before lead into the next:
SMILES | KCNQ2 inh | CHT inh
COc1cc2nc(/C=C/c3cc(OC)c(OC)c(OC)c3)sc2cc1SC | / | i
CCCOc1ccccc1/C=C1/C(=O)ON=C1C | i | i
COc1ccccc1/C=C/C=N/n1c(-c2ccncc2)n[nH]c1=S | i | i
Cc1ccc2nc(-c3ccc(NC(=O)CSc4nc(N)cc(=O)[nH]4)cc3)sc2c1 | i | i
COC(=O)c1c(NC(=O)CSc2nc3nc(C)cc(C)n3n2)sc(C)c1C | i | i
COc1cc(OC)c2c(OC)cccc2n1 | i | i
COC(=O)c1ccc(CSc2nnc3c(n2)[nH]c2ccccc23)cc1 | i | i
COC(=O)c1[nH]c2ccccc2c1NC(=O)CN1CCN(Cc2ccc3c(c2)OCO3)CC1 | i | i
COc1ccc(OC)c(N(CC(=O)NCc2ccccc2)S(=O)(=O)c2ccc(OC)c(OC)c2)c1 | i | i
COc1cccc(-c2noc(CCCC(=O)NC3CCCC3)n2)c1 | i | i
Cn1c(CC(=O)Nc2ccccc2F)nnc1SCC(=O)NC1CCCCC1 | i | i
CCn1c(NN)nc2sc3c(c2c1=O)CCC3 | / | i
COc1ccc(CC(=O)Nc2cccc(-c3nnc(-c4ccc(C)cc4)o3)c2)cc1OC | i | i
Cc1ccc(/C=N/n2c(-c3ccncc3)n[nH]c2=S)o1 | i | i
CCN(CC)S(=O)(=O)c1ccc(-c2csc(C)n2)s1 | i | i
CC(C)C(=O)Nc1ccccc1N1CCN(S(C)(=O)=O)CC1 | i | i
COc1ccc(NC(C#N)c2ccc(OC)cc2)cc1 (configuration not stated) | i | i
CCC(C)NC(=O)C1CCCCN1S(=O)(=O)c1ccc(F)cc1 (configuration not stated) | i | i

Compound profiles, from the list above. Order of screens: KCNQ2 inh	CHT inh
COc1cccc(-c2noc(CCCC(=O)NC3CCCC3)n2)c1 is entered as i	i
CCO[C@H]1OC(C(=O)NC2CC2)=C[C@@H](c2ccccc2)[C@@H]1CCCO is entered as i	i

Part of the list above, with values ahead of the structure.
KCNQ2 inh,CHT inh,compound
i,i,CCOc1ccc(CCNC(=O)COC(=O)Cc2ccc(OC)c(OC)c2)cc1OCC
i,i,O=C(Nc1ccccc1)c1cnc2n(c1=O)CCS2
i,i,COc1ccc(N(CC(=O)NC2CCCCCCC2)S(=O)(=O)c2c(C)nn(C)c2C)cc1
i,i,Cc1ccc2nc(-c3ccc(NC(=O)CSc4nc(N)cc(=O)[nH]4)cc3)sc2c1
i,i,COc1ccc(NC(=S)NNC(=O)CNc2ccc(Cl)cc2)cc1

Carrying on.
SMILES | KCNQ2 inh | CHT inh
CCOc1ccc2c(c1)c(N=NC(=N)N)c(O)n2C | i | i
O=C(c1cnn2c(C(F)F)cc(-c3ccccc3)nc12)N1CCc2ccccc2C1 | -6.35* | i
CCCCNC(=O)Nc1cnn(CC)c1C(N)=O | i | i
O=c1[nH]nc(SCc2ccccc2)c(=O)[nH]1 | i | i
CCOc1ccc(CNC(=O)CCn2c(=O)oc3ccccc32)cc1OC | i | i
O=C(O)C1CC=C(Cl)CC1C(=O)NCc1ccccc1 (configuration not stated) | i | i
COc1ccc(/C=C2\CC/C(=C\c3ccc(OC)cc3OC)C2=O)c(OC)c1 | i | i
Cc1ccc(C)c(C(C)NC(=O)c2ccccc2Br)c1 (configuration not stated) | i | i
CSCCC(NC(=O)c1ccc([N+](=O)[O-])cc1Cl)C(=O)OC(C)C(=O)NCc1ccco1 (configuration not stated) | i | i
CS(=O)(=O)Nc1ccc(S(=O)(=O)NCCc2ccccc2)cc1 | i | i
Cc1ccc(NC(=O)CSc2nc(C)c(Cc3ccccc3)c(=O)[nH]2)cc1C | i | i
Cc1cccc2cc(CN(Cc3ccco3)C(c3nnnn3CCc3ccccc3)C(C)C)c(=O)[nH]c12 (configuration not stated) | i | i
COC(=O)c1cc2c(ccc3ccccc32)oc1=O | i | i
CC(C)Oc1cccc(C(=O)Nc2ncn[nH]2)c1 | i | i
COc1ccccc1Cn1c(=O)c2ccccc2n2c(SCc3csc(C)n3)nnc12 | i | i
COc1ccccc1CCNC(=O)C(=O)NCC1OCCN1S(=O)(=O)c1cc(F)ccc1F (configuration not stated) | i | i
CCc1ccc(N=C2NC(=O)CS2)cc1 | i | i
CCCOc1ccc2cc(-c3ccccn3)c(=O)oc2c1 | i | i
COc1ccc2c(c1)Sc1ccccc1N2CCN(C)C | i | i
C#CC[N+]1(CC#Cc2ccc(C#CC[N+]3(CC#C)CCOCC3)cc2)CCOCC1 | i | i
CN(C)c1ccc(-c2nnc(SCC3CCCO3)n2C)cc1 (configuration not stated) | i | i
COc1ccc(/C(C)=N/N=C2/NC(=O)CC(C(=O)O)S2)cc1 (configuration not stated) | i | i
COc1cc(C)c(CN2CCCCC2CO)cc1C (configuration not stated) | i | i
O=C(OCc1nnc(-c2ccccc2)o1)c1ccc(Cl)cc1 | i | i
Cc1ccccc1NC(=O)NC1(C(=O)N2CCN(C)CC2)CCCCC1 | i | i
CCOC(=O)c1c(NC(=S)N2CCN(C)CC2)sc2c1CCN(C(=O)OCC)C2 | i | i
COc1ccccc1N1CCN(/N=C\c2ccc(C)o2)CC1 | i | i
O=C(Cn1cnc2ccccc21)Nc1ccc(SC(F)F)cc1 | i | i
O=C(Cn1nc(Cc2cccnc2)c2ccccc2c1=O)NCc1ccc2c(c1)OCO2 | i | i
CC(=O)C1C(=O)c2c(cccc2[N+](=O)[O-])C1=Nc1ccccc1C (configuration not stated) | i | i
CC(CCc1ccccc1)NC(=O)CN1CCN(c2ccc(O)cc2)CC1 (configuration not stated) | i | i
COc1cc(CN2CCN(Cc3cccc(OC)c3OC)CC2)cc(OC)c1 | i | i
Cc1ccc(C#CC[N+]2(C)CCCCC2)cc1 | i | -6.05*
Cc1ccc(NC(=O)C2=CCN(S(=O)(=O)c3ccc(F)cc3)CC2)c(C)c1 | i | i
COc1cc(Cl)ccc1OCc1cc(C(=O)N2C[C@H]3CC[C@H]2C3)no1 | i | i
COc1ccc(NC(=O)Nc2ccc3c(c2)CCC3)cc1 | i | i
CC(=O)c1cccc(OCc2cc(C(=O)N3C[C@@H](C)O[C@@H](C)C3)no2)c1 | i | i
COC(=O)[C@@]12CCCCN1[C@H](c1ccc(-c3ccc(F)cc3)c(OC)c1)[C@@H]1C(=O)N(C)C(=O)[C@@H]12 | / | i
COc1cc(OC)cc(C(=O)Nc2ccc(S(=O)(=O)Nc3cnc4ccccc4n3)cc2)c1 | i | i
O=c1ccc2cc(S(=O)(=O)Nc3ccccc3F)ccc2o1 | i | i
Nc1ccccc1SC1CC(=O)N(Cc2ccccc2)C1=O (configuration not stated) | i | i
Cc1ccc(C(O)P(=O)(OC(C)C)c2ccc(N(C)C)cc2)cc1 (configuration not stated) | i | i
CCCN(C(=O)CSc1nc2cc(S(=O)(=O)N(CC)CC)ccc2o1)C1CCS(=O)(=O)C1 (configuration not stated) | i | i
CC1(C)Cc2c(sc(NC(=O)c3ccc4ncsc4c3)c2C(N)=O)C(C)(C)N1 | i | i
COc1ccc(CC(=O)c2ccc(O)cc2O)cc1 | i | i
CCCCCNCc1cccn1C | i | i
Cc1nc(NCCc2ccccc2F)c(C#N)c(C)c1[N+](=O)[O-] | i | i
CCOc1cc(C2C(C(=O)c3ccc(C)cc3)=C(C(=O)OC)Nc3nnnn32)ccc1O (configuration not stated) | i | i
CCOC(=O)c1cc(C)sc1NC(=O)CN1CCN(C(=O)C2CCCO2)CC1 (configuration not stated) | i | i
CC1CCC(NC(=O)C2c3ccccc3C(=O)N2Cc2ccc3c(c2)OCO3)CC1 (configuration not stated) | -6.13* | i
COc1cc(/C=C(\C#N)C(=O)N2CCOCC2)ccc1OCc1ccccc1 | i | i
COc1ccc(/C=C\C(=O)NCC(=O)N/N=C/c2ccc(O)cc2O)cc1 | i | -5.47*
Cc1ccccc1Cn1c(=O)[nH]c2ccccc21 | i | i
Cc1cccn2c(=O)c(/C=C3\SC(=S)NC3=O)c(NCCCN3CCOCC3)nc12 | i | i
CC(NC(=O)c1cc2cc(Br)ccc2oc1=N)c1ccccc1 (configuration not stated) | i | i
CCN(CC)S(=O)(=O)c1ccc2[nH]c(=O)cc(C(=O)Nc3ccc(C)cc3)c2c1 | i | i
Cc1nc2ccc([N+](=O)[O-])cc2c(=O)n1Cc1cccc(Br)c1 | i | i
Cc1cc(=O)oc2cc(OCC(=O)NCc3cccnc3)ccc12 | i | i
Cc1cc(OC(C)C)nc(NCc2ccccc2)n1 | i | i
COC(=O)C1=C(C)N(Cc2ccco2)C(=O)C1 | i | i
Following part.
SMILES | KCNQ2 inh | CHT inh
COc1cc(/C=C/C(=O)OCC(=O)Nc2ccc(C)c(S(=O)(=O)N3CCCCC3)c2)ccc1O | i | i
CCS(=O)(=O)N1CCCC(C(=O)NCCCOC(C)C)C1 (configuration not stated) | i | i
CCCC12CN3CC(CCC)(CN(C1)C3C(O)C(O)C(O)CO)C2=O (configuration not stated) | i | i
Cn1c(C(=O)N2COCC2(C)C)cc2c(=O)n3ccccc3nc21 | i | i
COc1cccc(CN(C(=O)c2ccccc2)C2CCS(=O)(=O)C2)c1 (configuration not stated) | i | i
CC(=O)Nc1cc(C(=O)N(C)Cc2ccccc2)ccc1S(=O)(=O)c1ccc(C)cc1 | i | i
Cc1cc(N2CCN(C)CC2)nc(N2CCOCC2)n1 | i | i
COC(=O)N1C/C=C\C(c2ccc(OC)cc2)N(Cc2ccc(F)cc2)C(=O)C1 (configuration not stated) | i | i
CC(=O)N(Cc1cccnc1)Cc1cc2ccccc2[nH]c1=O | i | i
CNC(=O)OCCSCCS(=O)(=O)c1ccc(Cl)cc1 | i | i
COc1ccc(CNC(=O)[C@@H]2CC=C[C@@H]3CCN(Cc4ccccc4)C(=O)[C@@H]32)cc1 | i | i
Cc1nc2cc(NC(=O)Nc3ccc(Br)cc3)ccc2o1 | i | i
COc1ccc(C(=O)C2CCCN(C(=O)c3cccc(N(C)C)c3)C2)cc1OC (configuration not stated) | i | i
CC(NC(=O)CSc1ccccc1C(=O)O)C1CC2CCC1C2 (configuration not stated) | i | i
CC(=O)NCCc1nc2ccccc2n1CCCCOc1ccccc1 | i | i
CC(=O)c1cn(CC(=O)Nc2ccccc2F)c2ccccc12 | i | i

Reformatted field by field: 2 of the compounds above
Structure: CC(=O)N(Cc1cccnc1)Cc1cc2ccccc2[nH]c1=O
  KCNQ2 inh: i
  CHT inh: i

Structure: CCS(=O)(=O)N1CCCC(C(=O)NCCCOC(C)C)C1 (configuration not stated)
  KCNQ2 inh: i
  CHT inh: i
